# High-throughput results as filed in PubChem BioAssay.
# RECQ1 helicase: qHTS Assay for Inhibitors of RecQ-Like Dna Helicase 1 (RECQ1). ATP-dependent DNA helicase Q1 (Homo sapiens), P46063. RECQ1 DNA unwinding, red fluorescence kinetic read. Potency, µM (highest dose often 57.3 µM), for the others: at the highest dose activity, negative = inhibition, hits mostly inhibitors. 0.54% of 240,000 active. AID 2549, 2010;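 also: plate controls were vehicle for no effect and no enzyme for full effect; nearly all actives have a fitted effect of over 30% in size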
# Target sequence (P46063 whole entry, looked up): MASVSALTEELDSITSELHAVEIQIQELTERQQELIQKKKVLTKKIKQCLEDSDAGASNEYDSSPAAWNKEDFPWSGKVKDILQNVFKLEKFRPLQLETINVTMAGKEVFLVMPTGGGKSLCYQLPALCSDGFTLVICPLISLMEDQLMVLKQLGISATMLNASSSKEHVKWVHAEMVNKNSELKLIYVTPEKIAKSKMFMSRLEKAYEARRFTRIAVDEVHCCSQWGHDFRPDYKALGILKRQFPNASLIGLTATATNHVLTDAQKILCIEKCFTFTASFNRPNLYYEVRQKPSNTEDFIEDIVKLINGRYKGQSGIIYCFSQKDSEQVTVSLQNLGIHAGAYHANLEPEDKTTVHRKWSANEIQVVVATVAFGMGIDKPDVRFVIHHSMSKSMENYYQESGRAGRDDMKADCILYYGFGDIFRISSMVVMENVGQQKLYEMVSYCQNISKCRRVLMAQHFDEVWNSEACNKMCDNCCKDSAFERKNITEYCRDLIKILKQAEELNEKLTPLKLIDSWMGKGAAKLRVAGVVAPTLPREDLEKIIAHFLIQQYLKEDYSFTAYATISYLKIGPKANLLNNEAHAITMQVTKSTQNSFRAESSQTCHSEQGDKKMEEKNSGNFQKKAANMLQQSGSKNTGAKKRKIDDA
#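 RECQ1T1 50 nM; forked duplex (20 bp + 30-nt ss tails) 200 nM, ATP 2 mM final; pH 8.0, 2 mM MgCl2, 2.5 ug/ml poly(dI-dC); 15 min compound preincubation; discontinuous kinetic read over 2 h at RT.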
# L3MBTL1 block: qHTS Assay for the Inhibitors of L3MBTL1. Lethal(3)malignant brain tumor-like protein 1 (Homo sapiens), Q9Y468. AlphaScreen L3MBTL1–H3K9me1 peptide binding. Potency, µM (doses to about 57.1 µM), inactives show top-dose activity, negative = inhibition, usual class: inhibitors. 0.66% of 230,000 active; also: % is scaled to controls: 0 for no effect and ±100 for the full control effect; nearly all actives have a fitted effect of over 60% in size
#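 Displacement of a biotinylated histone H3(1-15) peptide monomethylated at Lys9 (75 nM) from L3MBTL1 (50 nM) was measured by AlphaScreen after a 30 min room-temperature compound incubation; cefsulodin titration served as intraplate control.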
# Tau fibril FP: qHTS for Inhibitors of Tau Fibril Formation, Fluorescence Polarization | Microtubule-associated protein tau (Homo sapiens), P10636 | K18 P301L tau heparin fibrillization, Alexa594 FP, 6 h | Potency, µM (top dose mostly 57.7 µM), without a hit: at the highest dose activity, negative = inhibition, actives largely listed as inhibitors | 0.39% of 280,000 active | AID 1468, 2008; also: % is scaled to controls: 0 for no effect and ±100 for the full control effect; nearly all actives have a fitted effect of over 55% in size
# Target sequence (P10636 561-689 P618L limits assumed): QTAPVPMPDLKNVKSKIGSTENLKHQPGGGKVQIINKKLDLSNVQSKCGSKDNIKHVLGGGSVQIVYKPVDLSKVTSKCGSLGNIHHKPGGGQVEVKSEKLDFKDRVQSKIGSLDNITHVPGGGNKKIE
#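 Heparin (20 uM) drove fibril formation of recombinant tau K18 P301L, 15 uM unlabeled with 0.24 uM Alexa 594 label, for 6 hr at 37 C in 100 mM sodium acetate pH 7. Fluorescence polarization (555/632 nm) read 1 hr after 30 uM ThT.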
# TRb SRC2 PPI: qHTS for Inhibitors of the Interaction of Thyroid Hormone Receptor and Steroid Receptor Coregulator 2 | Potency, µM (top dose mostly 106 µM), for the others: at the top dose activity change, negative = inhibition, hits mostly inhibitors | 0.065% of 280,000 active | TRbeta-SRC2 peptide binding, fluorescence polarization; receptor liganded with 1 µM T3 | AID 1469, 2008;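 also: plate controls were bound peptide for no effect and peptide without receptor for full effect; nearly all actives have a fitted effect of over 50% in size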
#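 Compounds were added to 0.6 uM TRb ligand-binding domain and 20 nM Texas Red-labeled SRC2 peptide in Tris buffer containing 1 uM T3, incubated 5 hr at ambient temperature, then read by fluorescence polarization.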
# HTT ATP protect: qHTS Multiplex Assay to Identify Dual Action Probes in a Cell Model of Huntington: Cytoprotection (ATP) | AID 1471, 2008 | Potency, µM (top dose mostly 56.4 µM), for inactives: cytoprotection (ATP increase), usual class: activators | PC12 HTT-Q103 induced, cytoprotection, ATP luminescence, 40 h | 0.14% of 230,000 active;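 also: % of control where 0% means no effect; nearly all actives have a fitted effect of over 45% in size; toxic huntingtin expression switched on by the ecdysone agonist tebufenozide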
#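 PC12 cells with ecdysone-inducible HTT exon 1 Q103-GFP, induced with 100 nM tebufenozide and co-treated with library compounds in a dose series (1536-well, 1500 cells/well). Cytoprotection read as ATP content by ATPlite luminescence.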
# Tau fibril ThT: qHTS for Inhibitors of Tau Fibril Formation, Thioflavin T Binding. Microtubule-associated protein tau (Homo sapiens), P10636. recombinant tau K18 P301L, heparin-induced fibrillization, ThT fluorescence. Potency, µM (doses to about 57.4 µM), inactives show at the top dose activity, negative = inhibition, actives largely listed as inhibitors. AID 1460, 2008. 2.1% of 270,000 active; also: % is scaled to controls: 0 for no effect and ±100 for the full control effect; nearly all actives have a fitted effect of over 55% in size
#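 In this qHTS, human K18 P301L tau is incubated with compound and heparin for 6 hr at 37 C, and Thioflavin T fluorescence then reports fibril load.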
# Tau fluor counter: Counterscreen qHTS for Inhibitors of Tau Fibril Formation, Fluorescence Polarization. tau K18 P301L (four-repeat tau fragment) Alexa594 fluorescence, heparin fibrillization. Potency, µM (titrated, usually from 57.7 µM), inactives show at the top dose activity change, negative = decrease. 0.93% of 280,000 active. AID 1463, 2008; also: % is scaled to controls: 0 for no effect and ±100 for the full control effect; nearly all actives have a fitted effect of over 55% in size
#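 Human K18 P301L tau (15 uM unlabeled plus 0.24 uM Alexa 594-labeled, final) in 100 mM sodium acetate pH 7 was mixed with compound and 20 uM heparin and incubated 6 hr at 37 C.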
# TR SRC2 fluor cs: Total Fluorescence Counterscreen for Inhibitors of the Interaction of Thyroid Hormone Receptor and Steroid Receptor Coregulator 2; TRb/SRC2 Texas Red total fluorescence interference; 0.29% of 280,000 active; Potency, µM (titrated, usually from 106 µM), inactives show at the top dose fluorescence change, negative = quenching; active = well fitted curve in either direction with a large enough effect; inconclusive = small, poorly fitted or top-dose-only effect; also: % is scaled to controls: 0 for no effect and ±100 for the full control effect
#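 Human TRb ligand-binding domain at 0.6 uM with 20 nM Texas Red SRC2 peptide in Tris buffer containing 1 uM T3 and 5% DMSO, incubated with compound 5 h at ambient temperature. Total fluorescence (555/632 nm) calculated as parallel + 2 × perpendicular.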
# * = called active by the depositor; i = inactive; ? = inconclusive; / = no result given; & = joins results of further samples; [ ] = dose if it differs, or a comment. Unless noted, calls follow the shape of the dose curve; as a rule, active = well fitted curve in the direction sought with a large enough effect; inconclusive = small, poorly fitted or top-dose-only effect, or another doubt; inactive = no such curve, though single readings can be large; an effect the other way counts as inactive or inconclusive. Potency is read from the fitted curve at half-maximal effect. This is a subset; the hit share may differ from the screen's.
# Second line of a record: Tau fluor counter, Tau fibril FP, HTT ATP protect, TR SRC2 fluor cs, RECQ1 helicase, TRb SRC2 PPI, L3MBTL1 block, Tau fibril ThT
O=C(N/N=C/C1=C(N2CCOCC2)C(=C\c2ccccc2)/CC1)Nc1ccccc1
    -19%, 0%, 29%[10 µM], 1%, 0%, 1%, 4%, ?
Cc1cc(C)c(C)c(S(=O)(=O)NCC(=O)NCc2ccco2)c1C
    3%, 0%, 15%[10 µM], -4%, -6%, -4%, -5%, -2%
Cn1c2ccccc2c2nnc(SCc3nnc(-c4ccccc4)o3)nc21
    -1%, 9%, 30%[10 µM], 2%, i, 0%, 0%, -7%
COCCn1c(Cc2cccn2C)nnc1SCC(=O)Nc1nccs1
    -1%, 1%, -15%, 0%, -23%, -3%, /, -5%
Cc1ccc(-c2nn3c(-c4cccc(Cl)c4)nnc3s2)cc1
    1%, 1%, -18%, -1%, -9%, -5%, /, -2%
CCCSc1ncc(Cl)c(C(=O)NCc2ccc(OC)cc2)n1
    -9%, -3%, /, 9%, /, 4%, /, 0%
CCCN(CCC)CCc1cccc2c1CC(=O)N2
    -10%&-9%, 0%&-4%, 11%, -5%&-8%, 1%, -3%&-4%, /, -9%&-6%
COc1ccccc1NS(=O)(=O)c1ccc(Cl)cc1
    -4%, -12%, -4%, -2%, -3%, -1%, 10%, 0%
COc1ccc(-c2csc(Nc3ccc(O)cc3)n2)cc1
    11µM*[quencher], -24%, -46%[inhibitor][10 µM], -3%, i, -9%, -13%, 7.9µM*
O=C(CN(Cc1ccccc1F)S(=O)(=O)c1ccc(Cl)cc1)NCCC1=CCCCC1
    -12%, 1%, -22%, -3%, 2%, -1%, -4%, -12%
COc1cccc(-n2c(C)nnc2SCC#N)c1
    6%, 5%, 13%, -1%, i, -2%, 6%, 5%
CC1(C)OCC(CSC2=C(SCC3COC(C)(C)O3)C(=O)c3ncccc3C2=O)O1 (stereo unspecified)
    ?, 1.8µM*, -69%[inhibitor], -16%, -5%, -17%, /, 1µM*
Cc1ccc(S(=O)(=O)C2CS(=O)(=O)CC2O)cc1 (stereo unspecified)
    6%, 7%, 2%, -4%, -6%, -10%, /, 6%
Cc1nn(-c2ccc(F)cc2)c(Cl)c1/C=C/C(=O)OCC(=O)Nc1c(F)c(F)c(F)c(F)c1F
    -14%, -14%, /, 2%, i, -8%, -4%, -5%
Cc1ccc(C)c(Cn2cc(S(=O)(=O)c3ccc(Cl)cc3)c(=O)c3cc(F)ccc32)c1
    -7%, -6%, /, 1%, /, -1%, /, -3%

# Two entries drawn at random from those above:
# Second line of a record: Tau fluor counter, Tau fibril FP, HTT ATP protect, TR SRC2 fluor cs, RECQ1 helicase, TRb SRC2 PPI, L3MBTL1 block, Tau fibril ThT
Cc1cc(C)c(C)c(S(=O)(=O)NCC(=O)NCc2ccco2)c1C
    3%, 0%, 15%[10 µM], -4%, -6%, -4%, -5%, -2%
COCCn1c(Cc2cccn2C)nnc1SCC(=O)Nc1nccs1
    -1%, 1%, -15%, 0%, -23%, -3%, /, -5%

# More records follow:
# Second line of a record: Tau fluor counter, Tau fibril FP, HTT ATP protect, TR SRC2 fluor cs, RECQ1 helicase, TRb SRC2 PPI, L3MBTL1 block, Tau fibril ThT
CCOC(=O)c1ccc(NC(=O)C(C)NS(=O)(=O)c2ccc(OC)cc2)cc1 (stereo unspecified)
    -5%, -5%, 5%, -4%, 21%, 1%, /, 2%
N#Cc1ccc(-c2nc3ccccc3nc2-c2ccccc2)cc1C#N
    -21%, -5%, -13%[1.9 µM], ?, -12%, -1%, 2%, -10%
Cc1cccc(OCC(=O)N(Cc2ccc(C(C)C)cc2)Cc2ccco2)c1C
    -10%, 4%, /, -2%, /, 1%, /, -12%
Cc1nc2sccc2c(=O)n1-c1cccc(Cl)c1
    -2%, -6%, -7%, -1%, -2%, -5%, -5%, 10%
CCC(Sc1nnc(C)n2c1cc1occc12)C(=O)Nc1ccccc1F (stereo unspecified)
    -15%, 3%, /, -3%, /, 5%, /, ?
Cc1cccc(CNC(=O)c2ccc(NC(=O)N3CC(C)Sc4ccccc43)cc2)c1 (stereo unspecified)
    -6%, -7%, /, -1%, /, 3%, /, 5%
Cc1ccc([N+](=O)[O-])c(C)c1
    /, /, 2%, -4%[201 µM], -12%, -6%[201 µM], /, /
COc1ccc(-c2c(S(=O)(=O)c3ccccc3)cnn2-c2ccccc2)cc1
    -22%, 0%, -71%[inhibitor], 3%, -13%, -7%, -6%, -9%
c1cc2nc(C34CC5CC(CC(C5)C3)C4)[nH]c2cn1
    -9%, 1%, 9%[10 µM], -4%, 0%, 6%, -2%, -2%
O=S(=O)(c1ccc(Br)cc1)N1CCCC1c1nc2ccccc2s1 (stereo unspecified)
    -18%, -2%, 15%[10 µM], -1%, -1%, 9%, 6%, -10%
Cc1cccc(N2CCN(c3nnnn3-c3ccccc3)CC2C)c1 (stereo unspecified)
    -18%, 3%, 10%[10 µM], 2%, -7%, -7%, /, -17%
O=C(NCCC1=CCCCC1)C1CCN(C(=O)Cc2ccccc2)CC1
    -15%, -11%, -5%[10 µM], -1%, -5%, 7%, -6%, -16%
CCC(NC(=O)Nc1nccs1)(C(F)(F)F)C(F)(F)F
    -5%, -5%, 5%, 1%, i, -6%, -8%, -1%
Cc1cccc(N2CCN(C(=O)c3ccc(Cl)c(S(=O)(=O)NCc4ccco4)c3)CC2)c1C
    -12%, 9%, -32%, -2%, -16%, -7%, -9%, -15%
CCOC(=O)N1CCN(Cc2cn[nH]c2-c2ccc(-c3ccccc3)cc2)CC1
    -18%, 3%, 16%[10 µM], 1%, i, 3%, -12%, -15%

# Profiles as entered above. Order of screens: Tau fluor counter	Tau fibril FP	HTT ATP protect	TR SRC2 fluor cs	RECQ1 helicase	TRb SRC2 PPI	L3MBTL1 block	Tau fibril ThT
# Results for CCC(Sc1nnc(C)n2c1cc1occc12)C(=O)Nc1ccccc1F (stereo unspecified) → -15%	3%	/	-3%	/	5%	/	?
# Results for Cc1cccc(N2CCN(C(=O)c3ccc(Cl)c(S(=O)(=O)NCc4ccco4)c3)CC2)c1C → -12%	9%	-32%	-2%	-16%	-7%	-9%	-15%
# Results for Cc1cccc(OCC(=O)N(Cc2ccc(C(C)C)cc2)Cc2ccco2)c1C → -10%	4%	/	-2%	/	1%	/	-12%
# Results for N#Cc1ccc(-c2nc3ccccc3nc2-c2ccccc2)cc1C#N → -21%	-5%	-13%[1.9 µM]	?	-12%	-1%	2%	-10%
# Results for CCOC(=O)N1CCN(Cc2cn[nH]c2-c2ccc(-c3ccccc3)cc2)CC1 → -18%	3%	16%[10 µM]	1%	i	3%	-12%	-15%

# Next part:
# Second line of a record: Tau fluor counter, Tau fibril FP, HTT ATP protect, TR SRC2 fluor cs, RECQ1 helicase, TRb SRC2 PPI, L3MBTL1 block, Tau fibril ThT
CCNC(=O)NS(=O)(=O)c1cnccc1Nc1cccc(Cl)c1
    2%, 2%, /, 1%, i, -3%, 5%, -2%
COC(=O)c1cnc(N2CCCN(S(=O)(=O)c3ccccc3)CC2)nc1C(F)(F)F
    -25%, 5%, 8%[10 µM], -4%, -4%, 1%, 14%, -19%
Cc1ccc(C)c(Cn2c(CCCNC(=O)C3CCCCC3)nc3ccccc32)c1
    -2%, 4%, /, -1%, /, -3%, /, -13%
CCOc1ccc(S(=O)(=O)Nc2cc(Cl)ccc2OC)c2cccnc12
    -11%, 10%, /, -3%, /, 1%, /, 6%
COc1ccc(CCN(C)C2CC(=O)N(c3ccccc3)C2=O)cc1OC (stereo unspecified)
    -14%, 1%, 4%[10 µM], -1%, -9%, 3%, 42%[activator], -17%
CN(C)S(=O)(=O)c1cccc(NC(=O)c2ccc(Sc3nncn3C)c([N+](=O)[O-])c2)c1
    ?, 14%, -8%[10 µM], -4%, -12%, -6%, -20%, ?
CCOC(=O)c1cnc2c(ccc3ccccc32)c1Nc1ccc(Cl)cc1
    -8%, -12%, /, 2%, /, -2%, /, -4%
O=C(Nc1cccc(S(=O)(=O)c2cccc(NC(=O)c3ccco3)c2)c1)c1ccco1
    ?, ?, 36%[10 µM], -1%, i, 1%, /, 8%
C=CCn1c(SCC(N)=O)nnc1-c1cnccn1
    5%, -1%, ?, -1%, 8%, -5%, /, /
COc1cccc(Cc2nc3ccccc3nc2SCC(=O)N2CCCCC2C)c1 (stereo unspecified)
    -2%, 7%, /, -1%, /, -1%, /, -6%
O=C(Cn1cnc2c(cnn2-c2ccc(F)cc2)c1=O)NCc1ccco1
    -8%, -3%, -51%[inhibitor], -3%, i, 2%, 1%, -10%
